RNase H inhibition: RNase H inhibition, HIV 1 Gag Pol polyprotein, FRET biochemical assay, screening (AID 372); HIV-1 RT RNase H, FRET RNA/DNA substrate fluorescence; higher % means a stronger effect; inhibition, % at 10 µM; hits with a dose series show IC50 in µM; hit rate 0.77% among 100,000; in the data active means inhibition above about 50%
* marks the source's active call; other numbers are inactive results.

SMILES | RNase H inhibition
CCOC(=O)C1=C(C)NC(=S)NC1c1cn(-c2ccccc2)nc1-c1ccccc1 (stereo not given) | 5%
O=C(NC(=S)Nc1cccc(-c2nc3ncccc3o2)c1)c1ccccc1[N+](=O)[O-] | 20%
C=CCN1C(=O)/C(=C\c2cc(Cl)c(O)c(Cl)c2)C(=O)NC1=S | 17%
CC(=O)c1ccc2c(c1)c1ccccc1n2C(C)C | 2%
CC1C(=NO)C(C)C(c2ccc(Cl)cc2)NC1c1ccc(Cl)cc1 (stereo not given) | 24%
NC(=O)c1ccc(N2CCCCCC2)c([N+](=O)[O-])c1 | 9%
CCOc1ccc(N2C(=O)C3C(C2=O)C2(CC)C(=O)C3(C)C(c3ccccc3)=C2c2ccccc2)cc1 (stereo not given) | 12%
Oc1ccc2oc3c(c2c1/C=N/c1ncn[nH]1)CCCC3 | 23%
CN(C)CCCNC(=O)c1ccccc1[N+](=O)[O-] | 11%
N#CC1=C(N)SC(N)=C(C#N)C1c1ccc(Cl)cc1 | 13%
O=C(NC1CCSC1=O)c1ccc(Br)cc1 (stereo not given) | 3%
CNc1c([N+](=O)[O-])cnc2c1c(=N)nc1ccccn12 | 5%
COc1cccc(C2NC(=O)NC(C)=C2C(=O)Nc2ccc(C)cc2)c1OC (stereo not given) | 8%
CCc1cc(=O)oc2cc(C)cc(OCC(=O)c3ccccc3)c12 | 0%
CC(COc1ccccc1)COc1ccccc1/C=C1/SC(=S)N(C)C1=O (stereo not given) | 13%
Cc1ccc(N=Cc2ccccc2OCc2ccccc2)cc1C | 0%
CC1=C(C(=O)OCCc2ccccc2)C(c2ccc([N+](=O)[O-])cc2)C2=C(CC(c3ccccc3)CC2=O)N1 (stereo not given) | 0%
CCCCC1(c2ccccc2)NC(=S)N(c2ccccc2)N1 (stereo not given) | 8%
Cc1csc(NC(=O)c2ccc([N+](=O)[O-])cc2Cl)n1 | 0%
CCOc1ccc(N2C(=O)/C(=C/c3cccc4ccccc34)SC2=S)cc1 | 16%
O=C(c1ccncc1)N1CCN(Cc2ccccc2C(F)(F)F)CC1 | 5%
Cc1[nH]c2ccccc2c(=O)c1CN1CCOCC1 | 11%
CCOC(=O)C(C#N)C(c1ccccc1OC)C1CCOC(C)(C)C1 (stereo not given) | 4%
CCOc1ccc(N(CC(=O)Nc2ccc(OC)cc2OC)S(=O)(=O)c2ccc(SC)cc2)cc1 | 16%
COc1cc(C=Nc2ccc(I)cc2)c([N+](=O)[O-])cc1OC | 19%

20 compounds out of the list, arranged by SMILES length, lowest first.
SMILES | RNase H inhibition
O=C(NC1CCSC1=O)c1ccc(Br)cc1 (stereo not given) | 3%
Cc1[nH]c2ccccc2c(=O)c1CN1CCOCC1 | 11%
CC(=O)c1ccc2c(c1)c1ccccc1n2C(C)C | 2%
Cc1ccc(N=Cc2ccccc2OCc2ccccc2)cc1C | 0%
CN(C)CCCNC(=O)c1ccccc1[N+](=O)[O-] | 11%
CCCCC1(c2ccccc2)NC(=S)N(c2ccccc2)N1 (stereo not given) | 8%
N#CC1=C(N)SC(N)=C(C#N)C1c1ccc(Cl)cc1 | 13%
Oc1ccc2oc3c(c2c1/C=N/c1ncn[nH]1)CCCC3 | 23%
NC(=O)c1ccc(N2CCCCCC2)c([N+](=O)[O-])c1 | 9%
CNc1c([N+](=O)[O-])cnc2c1c(=N)nc1ccccn12 | 5%
CCOC(=O)C(C#N)C(c1ccccc1OC)C1CCOC(C)(C)C1 (stereo not given) | 4%
COc1cc(C=Nc2ccc(I)cc2)c([N+](=O)[O-])cc1OC | 19%
CC1C(=NO)C(C)C(c2ccc(Cl)cc2)NC1c1ccc(Cl)cc1 (stereo not given) | 24%
CC(COc1ccccc1)COc1ccccc1/C=C1/SC(=S)N(C)C1=O (stereo not given) | 13%
CCOc1ccc(N2C(=O)/C(=C/c3cccc4ccccc34)SC2=S)cc1 | 16%
COc1cccc(C2NC(=O)NC(C)=C2C(=O)Nc2ccc(C)cc2)c1OC (stereo not given) | 8%
O=C(NC(=S)Nc1cccc(-c2nc3ncccc3o2)c1)c1ccccc1[N+](=O)[O-] | 20%
CCOc1ccc(N(CC(=O)Nc2ccc(OC)cc2OC)S(=O)(=O)c2ccc(SC)cc2)cc1 | 16%
CCOc1ccc(N2C(=O)C3C(C2=O)C2(CC)C(=O)C3(C)C(c3ccccc3)=C2c2ccccc2)cc1 (stereo not given) | 12%
CC1=C(C(=O)OCCc2ccccc2)C(c2ccc([N+](=O)[O-])cc2)C2=C(CC(c3ccccc3)CC2=O)N1 (stereo not given) | 0%

The list goes on:
SMILES | RNase H inhibition
O=C(N/N=C/c1cccc(Oc2ccccc2)c1)N/N=C/c1cccc(Oc2ccccc2)c1 | 10%
Cc1ccc(N(CC(=O)NCc2cccnc2)S(=O)(=O)c2ccccc2)cc1C | 7%
O=C(Oc1ccc2c(c1)oc(=O)c1ccccc12)C1CCCCC1 | 43%
COCCCNC(=O)/C(=C\c1ccc(-c2ccc(Cl)cc2)o1)NC(=O)c1ccc(C)cc1 | 0%
C=CCn1c(/C=C(/OC(=O)c2ccccc2)c2ccccc2)nc2ccccc21 | 5%
CC(=O)Nc1ccc(Nc2c3c(c(C#N)c4nc5ccccc5n24)CCC3)cc1 | 2%
COc1ccccc1CN1CCN(C(=O)CC(C)C)CC1 | 5%
O=C(COc1ccccc1)Nc1nc2ccc(Cl)cc2s1 | 16%
NC(=S)N/N=C/c1ccc(-c2cccc(Cl)c2Cl)o1 | 43%
COc1ccc(-c2oc(/N=C/c3ccccc3O)c(C#N)c2-c2ccc(OC)cc2)cc1 | 10%
CCCc1nc2ccccc2n1C(=O)/C=C\C(=O)O | 0%
CCOc1ccccc1OCCOCCOc1c(Cl)cccc1Cl | 12%
CCN(Cc1ccccc1)S(=O)(=O)c1ccc(OC)cc1 | 0%
Cc1ccc(-c2cc(C(=O)Nc3cccc(F)c3)c3ccccc3n2)c(C)c1 | 24%
Nc1nc(-c2cccc3ccccc23)cs1 | 12%
CCOC(=O)c1c(NC(=O)COc2ccc([N+](=O)[O-])cc2)sc2c1CCC2 | 16%
Cc1ccc2cc(S(=O)(=O)N=Nc3c(O)[nH]c4ccc([N+](=O)[O-])cc34)ccc2c1 | 10%
CCCCCc1ccc(-c2ccc(C#CC(=O)O)cc2)cc1 | 3%
O=C(N/N=C/c1cc(I)c(O)c(I)c1)c1ccccn1 | 1%
CC(=O)N1CC(c2cnc(-c3ccccc3)c(C)c2)C=C(C)C1c1ccccc1 (stereo not given) | 17%
C#CCSc1nc2c(c(=O)n1-c1ccc(OC)cc1)C1(CCCCC1)Cc1ccccc1-2 | 19%
Cc1ccc(OCC(=O)Nc2ccc3oc(-c4ccc(F)cc4)nc3c2)cc1C | 4%
Cc1cc(C)c(S(=O)(=O)Nc2ccccc2-c2ccccc2)c(C)c1 | 21%
CCOC(=O)Nc1sc2c(c1C(N)=O)CCC(C)C2 (stereo not given) | 20%
CC(=O)c1ccc(NC(=O)/C=C/c2ccc3c(c2)OCO3)cc1 | 0%
New compounds follow.
SMILES | RNase H inhibition
O=C(NC(=S)Nc1ccccc1[N+](=O)[O-])c1cccc(Br)c1 | 7%
COc1cc(NC(=O)C(c2ccccc2)c2ccccc2)c(Cl)cc1NC(=O)c1ccccc1 | 8%
CCOC(=O)C1=C(C)OC(N)=C(C(=O)OCC)C1c1ccc([N+](=O)[O-])cc1 (stereo not given) | 0%
Cc1cccc(NC(=O)/C(C#N)=C\c2ccc(Sc3ccccc3)o2)c1C | 8%
COc1ccc(/C=C2\SC(=O)N(CCC(=O)N3CCOCC3)C2=O)cc1OC | 0%
O=C(OCc1ccccc1)/C(=C/c1ccco1)NC(=O)c1ccccc1 | 10%
COC(=O)c1ccc(-n2c(C)cc(/C=C(/C#N)C(=O)Nc3ccccc3C)c2C)cc1 | 4%
Cc1cc(Cl)ccc1OC(C)C(=O)NCC1CCCO1 (stereo not given) | 0%
Cc1ccc(C(=O)N2N=C(c3ccncc3)CC2(O)C(F)(F)F)cc1 (stereo not given) | 5%
O=C(NC(=S)Nc1ccc2oc(-c3cc(Cl)ccc3Cl)nc2c1)c1ccccc1F | 7%
COc1ccc(/C=N/NC(=O)c2ccccn2)cc1I | 9%
CCOC(=O)c1sc(NC(=O)C2CC3CCC2C3)c(C(=O)OCC)c1C (stereo not given) | 10%
COc1ccccc1OCCCOc1cc(C)c(Cl)cc1C | 28%
COc1ccc(NC(=O)c2ccc(N(C)S(=O)(=O)c3ccccc3)cc2)cc1OC | 1%
CCOc1ccc(S(=O)(=O)Nc2ccccc2OC)cc1 | 7%
COc1ccc(N=C(C)c2cc(Cl)ccc2O)cc1 | 31%
COC(=O)c1cc(C(=O)NCc2ccccc2OC)cc([N+](=O)[O-])c1 | 0%
Cc1ccc(-c2cc(-c3ccccc3)nc(N/N=C/c3cccnc3)n2)cc1 | 0%
Cc1ccc(NC(=O)C(F)(F)F)cc1C | 5%
CC(C)Cc1ccc(C(C)CNC(=O)C23CC4CC(CC(Cl)(C4)C2)C3)cc1 (stereo not given) | 3%
CCCCOC(=O)C1=C(C)NC2=C(C(=O)CCC2)C1c1ccc(O)c(OCC)c1 (stereo not given) | 24%
CCCS(=O)(=O)c1c(S(=O)(=O)CCC)c2ccccn2c1C(=O)c1ccc([N+](=O)[O-])cc1 | 4%
C/C(=N\NC(=O)CCC(=O)Nc1ccc(I)cc1)c1ccc(O)cc1O | 6%
CCOc1cc(/C=C2\SC(=S)NC2=O)cc(Cl)c1OCCOc1cc(C)ccc1C | 34%
Cc1ccc(N=Cc2ccc(Cl)c([N+](=O)[O-])c2)cc1C | 19%
Further results.
SMILES | RNase H inhibition
COC(=O)CSc1nnc(-c2ccc(Cl)cc2)n1-c1ccc(Br)cc1 | 5%
N#CSCCCOc1ccc(Br)cc1 | 2%
COc1ccc(S(=O)(=O)Nc2ccc(I)cc2)cc1OC | 0%
COC(=O)N/N=C\c1ccc(-c2ccc([N+](=O)[O-])cc2OC)o1 | 12%
COC(=O)C1=C(C(=O)OC)SC(=C2C(=S)C(C)(C)N(C(=O)c3cccc([N+](=O)[O-])c3)c3ccc(OC)cc32)S1 | 10%
O=[N+]([O-])c1ccc(-c2nc(N=Nc3ccc(O)cc3)n[nH]2)cc1 | 0%
CS(=O)(=O)Oc1ccc2c3c(c(=O)oc2c1)CCCC3 | 0%
O=[N+]([O-])c1cccc(-c2ccc(/C=N/n3c(-c4ccc(Br)cc4)n[nH]c3=S)o2)c1 | 40%
Cc1ccc2c(c1)c(-c1ccccc1)c(-c1ccccc1)n2CC(O)CN1C(=O)CSC1=O (stereo not given) | 15%
Cc1c(Cl)cccc1NCC(=O)N/N=C/c1ccc(C#N)cc1 | 18%
COc1ccc(C(=O)N2c3ccccc3C(Nc3ccccc3)CC2C)cc1 (stereo not given) | 22%
CCC1CCCCN1Cc1c(O)ccc2c(=O)c(-c3ccc(OC)c(OC)c3)c(C(F)(F)F)oc12 (stereo not given) | 5%
O=C1NC(=O)N(Cc2ccco2)C(=O)/C1=C\c1ccc2c(c1)OCO2 | 4%
O=[N+]([O-])c1cccc(C2=Nc3ccc([N+](=O)[O-])cc3ON2)c1 | 6%
CCCCOC(=O)C1=C(C)NC2=C(C(=O)CC(c3ccccc3)C2)C1c1ccco1 (stereo not given) | 8%
O=C(c1cccc(Cl)c1)N1CCN(Cc2cccnc2)CC1 | 6%
COc1cc(CN2CCSCC2)cc(Br)c1O | 4%
O=C(NC(NC(=S)Nc1ccc(Cl)cc1Cl)C(Cl)(Cl)Cl)c1ccccc1F (stereo not given) | 14%
Fc1ccccc1C1CC(c2ccc(Cl)cc2)=NN1c1ccccc1 (stereo not given) | 12%
Cc1c(C(=O)NCc2ccc3c(c2)OCO3)cccc1[N+](=O)[O-] | 4%
Cc1ccc([N+](=O)[O-])cc1NC(=O)c1ccc(C(C)(C)C)cc1 | 1%
Cc1ccccc1/C=N/N1C(=O)c2ccccc2C1=O | 9%
CCc1ccc2[nH]cc(C(=O)O)c(=O)c2c1 | 15%
COc1ccc(C2C(C#N)=C(N)Oc3cc(O)ccc32)cc1Br (stereo not given) | 26%
O=C(NC(=S)Nc1ccc2oc(-c3cccc4c(Br)cccc34)nc2c1)c1ccco1 | 0%
Additional entries follow.
SMILES | RNase H inhibition
CC(NC(=O)Cc1ccccc1)C1COc2ccccc2O1 (stereo not given) | 1%
CCn1c2ccccc2c2cc(CN3CCN(Cc4ccc(OC)cc4)CC3)ccc21 | 7%
CCc1ccccc1OCCCCNCCO | 2%
C(=NC1=NN(c2ccccc2)CC1)N1CCOCC1 | 7%
CCc1cccc(C)c1NC(=O)c1ccoc1C | 19%
CS(=O)(=O)N(CC(=O)NCc1cccnc1)c1ccc(F)cc1 | 6%
COCC(C)NC(=O)c1cc(Cl)ccc1OC (stereo not given) | 7%
COc1ccc(N(CC(=O)N2CCCC2)S(=O)(=O)c2ccc(C)cc2)cc1OC | 0%
Cc1ccc(C(=O)CCNc2ccc(I)cc2)o1 | 13%
CC1CCCCC1NC(=O)/C(C#N)=C/C=C/c1ccccc1 (stereo not given) | 10%
Cc1cccc(N2CCN(S(=O)(=O)c3ccc([N+](=O)[O-])cc3)CC2)c1C | 0%
O=S(=O)(O)c1cccc2c(N=Cc3cc(Cl)cc(Cl)c3O)cccc12 | 0%
O=C(NCCc1nc2ccccc2[nH]1)c1cccc(Br)c1 | 0%
N#Cc1ccc(C=Nc2ccc(N=Cc3ccc(C#N)cc3)c(Cl)c2)cc1 | 0%
C/C(=N\NC(=O)CNC(=O)COc1ccccc1)c1ccccc1 | 6%
O=[N+]([O-])c1ccc(C=Nc2ccc3c(c2)Cc2cc([N+](=O)[O-])ccc2-3)cc1 | 27%
CCOC(=O)C1=C(C)N=c2s/c(=C\c3ccc(OC)c(OC)c3)c(=O)n2C1c1ccc(SC)cc1 (stereo not given) | 27%
Cc1cc(/C=N/n2cnnc2)c(C)n1-c1ccc(Cl)cc1 | 1%
CN(C)c1c(F)c(F)c(-c2c(F)c(F)c(N(C)C)c(F)c2F)c(F)c1F | 9%
Cc1ccc(-c2csc(NC(=O)C(F)(F)F)n2)cc1C | 1%
O=C(c1ccco1)N1CCN(Cc2ccccc2Br)CC1 | 10%
CCOC(=O)C1=C(CC)OC(N)=C(C#N)C1c1ccc(Cl)cc1 (stereo not given) | 16%
COC(=O)C1=C(C)NC2=C(C(=O)CC(c3ccc(OC)cc3)C2)C1c1ccc(F)cc1 (stereo not given) | 9%
COc1ccccc1NC(=O)C(=O)NNC(=O)c1cccs1 | 36%
O=C(O)c1ccc(Cl)c(-c2ccc(/C=N\Nc3ccc([N+](=O)[O-])cn3)o2)c1 | 9%

Bioassay records as filed in PubChem BioAssay.

This is a subset (hit frequency here may not be typical).
